ATG4B inhibitor – ATG4B protease inhibitors, primary screen, biochemical, fluorescence, uHTS | inhibition, % at 8.33 µM | 0.51% of 340,000 active | Cysteine protease ATG4B (Homo sapiens), Q9Y4P1 | ATG4B cleavage of LC3-PLA2, NBD-HPC fluorescence, 1 h; in the data active = inhibition above about 40%
CCR6 antagonist – CCR6 receptor antagonists, primary screen, cell-based, CHO-K1, luminescence, beta-arrestin, uHTS; C-C chemokine receptor type 6 (Homo sapiens), P51684; CHO-K1 CCR6 PathHunter beta-arrestin, CCL20-stimulated; inhibition, % at 20 µM; 0.49% of 340,000 active; AID 493098, 2011;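 active = compounds whose inhibition of the agonist-driven luminescence signal at 20 µM reaches about 50%, limit read from the data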;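 note: cells stimulated with CCL20 at 14 nM final; plate controls were DMSO with CCL20 for no effect and DMSO without agonist for full effect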
Target sequence (P51684 whole entry, looked up): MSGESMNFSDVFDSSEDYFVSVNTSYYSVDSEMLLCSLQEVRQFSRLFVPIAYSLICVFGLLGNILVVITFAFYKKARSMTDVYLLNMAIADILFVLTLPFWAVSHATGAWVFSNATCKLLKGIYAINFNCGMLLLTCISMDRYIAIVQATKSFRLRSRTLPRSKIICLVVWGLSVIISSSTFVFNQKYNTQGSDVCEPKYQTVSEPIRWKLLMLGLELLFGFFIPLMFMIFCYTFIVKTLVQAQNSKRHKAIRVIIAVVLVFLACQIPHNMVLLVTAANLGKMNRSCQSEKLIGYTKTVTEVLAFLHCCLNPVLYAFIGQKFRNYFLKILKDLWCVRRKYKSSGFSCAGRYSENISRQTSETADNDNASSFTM
Gli-Sufu antag – Gli-Sufu pathway antagonists, primary screen, luciferase luminescence, Sufu-KO-LIGHT cells, uHTS. Sufu-KO-LIGHT fibroblasts, Gli luciferase reporter luminescence. inhibition, % at 5 µM. AID 588413, 2011. 0.74% of 340,000 active;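 active = inhibition above about 55%, limit read from the data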;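 note: 0% = DMSO-treated cells and 100% = wells with medium but no cells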
EBI2 antag – EBI2 receptor antagonists, beta-arrestin recruitment, primary screen, cell-based, luminescence, 7a,25-OHC stimulation, uHTS. 0.81% of 360,000 active. inhibition, % at 5 µM. 7a,25-OHC stimulated. G-protein coupled receptor 183 (Homo sapiens), P32249; in the data active = inhibition above about 38%;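 note: enzyme fragment complementation signal reports receptor beta-arrestin coupling in cells; 0% = agonist plus DMSO wells and 100% = wells without agonist; some results beyond the cut were filed as inactive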
Target sequence (P32249 whole entry, looked up, the tested form may be a part): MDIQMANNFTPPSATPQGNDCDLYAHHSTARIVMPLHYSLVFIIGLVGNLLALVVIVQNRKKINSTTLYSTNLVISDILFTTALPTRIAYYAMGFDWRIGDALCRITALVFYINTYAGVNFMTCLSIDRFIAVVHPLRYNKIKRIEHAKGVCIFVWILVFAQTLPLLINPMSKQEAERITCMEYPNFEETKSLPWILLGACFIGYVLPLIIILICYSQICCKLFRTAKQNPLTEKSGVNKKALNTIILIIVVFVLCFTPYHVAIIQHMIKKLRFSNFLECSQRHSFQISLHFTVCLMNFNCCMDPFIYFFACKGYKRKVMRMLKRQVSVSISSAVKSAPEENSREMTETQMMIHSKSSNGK
APJ antagonist – antagonists of human apelin receptor APJ, primary screen, CHO-K1 cells, beta-arrestin complementation, luminescence; P35414; inhibition, % at 20 µM; 0.32% of 330,000 active; AID 2521, 2010;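 active = inhibition above about 40% at 20 µM, limit read from the data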;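 note: cells challenged with 10 nM apelin-13 agonist together with compound; plate controls were apelin-13 plus DMSO wells for no effect and DMSO wells lacking apelin-13 for full effect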
UBC13 inh – UBC13 polyubiquitin chain formation inhibitors, primary screen, biochemical, TR-FRET, uHTS. inhibition, % at 20 µM. 0.47% of 330,000 active. AID 485273, 2010; in the data active = inhibition above about 45%, passing the limit was not always enough; inconclusive = no clear call, values can overlap the other calls
APJ agonist – agonists of human apelin receptor APJ, primary screen, CHO-K1 cells, PathHunter beta-arrestin, luminescence. 0.11% of 330,000 active. P35414. activation, % at 20 µM. 0% DMSO wells, 100% apelin;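 active = activation more than six SD over the plate average, tested at 20 µM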;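 note: 0% = DMSO alone and 100% = apelin-13 at 10 nM; some results filed as inactive read as strong as hits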
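Assay system: engineered CHO-K1 APJ arrestin reporter cells; Amount: 1000 CHO-K1 reporter cells seeded per well; Dosing: one dose, 20 µM compound, 1% DMSO; Times: compound stimulation 90 min at 25 °C, detection 60 min; Measured by: luminescent beta-gal fragment complementation, chemiluminescent substrate; Read-out: APJ–arrestin association signal; Controls: DMSO vs Apelin-13 10 nM.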
CXCR6 inh – CXCR6 receptor inhibitors, primary screen, cell-based, beta-arrestin, luminescence, CHO-K1 PathHunter, 1536-well; AID 602244, 2012; inhibition, % at 20 µM; C-X-C chemokine receptor type 6 (Homo sapiens), O00574; 0.36% of 360,000 active; in the data active = inhibition above about 34%, passing the limit was not always enough;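 note: antagonist mode with CXCL16 agonist at 10 nM final; 0% = 10 nM CXCL16 with DMSO and 100% = unstimulated wells without agonist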
Target sequence (O00574 whole entry, looked up): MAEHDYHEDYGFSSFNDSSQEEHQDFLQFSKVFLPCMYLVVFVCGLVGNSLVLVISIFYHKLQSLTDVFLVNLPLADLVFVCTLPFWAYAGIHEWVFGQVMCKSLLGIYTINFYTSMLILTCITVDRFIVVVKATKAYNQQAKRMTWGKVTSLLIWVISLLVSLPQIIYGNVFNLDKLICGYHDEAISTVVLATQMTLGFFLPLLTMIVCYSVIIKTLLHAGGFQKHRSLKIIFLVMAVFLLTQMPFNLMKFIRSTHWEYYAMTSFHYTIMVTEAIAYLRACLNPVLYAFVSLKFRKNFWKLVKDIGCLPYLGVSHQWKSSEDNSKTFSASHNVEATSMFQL
An asterisk follows results filed as active; i = inactive; ? = inconclusive; . = no result given.

SMILES	ATG4B inhibitor	CCR6 antagonist	Gli-Sufu antag	EBI2 antag	APJ antagonist	UBC13 inh	APJ agonist	CXCR6 inh
O=C(N/N=C/C1C(=O)NC(=S)N(c2ccccc2)C1=O)c1cc(Br)c(O)c(Br)c1 (centres undefined)	5	-3	-10	13	11	-20	0	2
C/C(O)=C(\C#N)C(=O)Nc1cc(Br)ccc1Br	-4	3	7	7	-4	1	-3	-10
CCC(C)n1c(O)c(C=NCCc2ccccc2)c(=O)[nH]c1=S (centres undefined)	5	-2	3	6	8	7	1	21
Cc1cccc(-n2c(-c3ccccc3)nc3ccccc3c2=O)n1	-1	4	0	-9	-16	2	-2	5
CCOc1ccc(N2C(=O)NC(=O)/C(=C\c3ccc(N4CCCCC4)o3)C2=O)cc1	-2	22	5	10	-4	i	-1	5
COc1cc(/C=C2\C(=O)NC(=O)N(c3ccccc3)C2=O)cc(OC)c1OC	-8	2	-14	-5	5	8	-5	-8
CCOC(=O)c1[nH]c(C)c(C(=O)N2CCC3(CC2)OCCO3)c1C	-2	-20	3	-6	14	22	-5	3
O=c1[nH]c(=S)n(C2CC2)c(O)c1C=Nc1ccc2c(c1)OCO2	-9	-2	0	-11	2	-13	2	7
CC1=C[C@@H]2c3cccc4[nH]cc(c34)C[C@H]2N(C)C1	-3	-1	-9	0	-14	25	2	-4
Cc1[nH]c2c(C(F)(F)F)cccc2c1CCN	2	-3	6	1	12	5	-2	-4
O=C1OCCC1NC1=NCCC1 (centres undefined)	-14	6	5	-8	12	-2	8	-5
Cc1nc2cc([N+](=O)[O-])ccc2c(=O)n1-c1ccc(Br)cc1	3	5	4	-5	13	0	-1	-12
CCN(CC)C(=O)c1ccc(NC(=O)c2ccc3c(c2)NC(=O)CS3)cc1	7	10	-16	-2	10	0	-6	-6
Cn1cc(C=C(C#N)C#N)c2ccccc21	-7	-7	-3	-9	-9	7	-3	-12
C[N+]12CCC(CC1)C(C#N)(N1CCOCC1)C2 (centres undefined)	-2	8	1	-18	5	-1	-4	4
CCCCCCC(C)(C)c1ccc([C@@H]2C[C@H](O)CC[C@H]2CCCO)c(O)c1	21	3	-2	12	3	19	25	-4
CCN(C=C1CC2C3CC=C4CC(O)CCC4(C)C3CCC2(C)C1=O)CC (centres undefined)	-3	0	11	7	.	.	.	0
O=C(CCNC(=O)N1C[C@H]2C[C@@H](C1)c1cccc(=O)n1C2)Nc1ccc(F)cc1	-7	-5	-9	-3	3	-9	-3	-10
COc1cc2c3c(c1OC)Oc1ccc(cc1)C[C@H]1c4c(cc(OC)c(OC)c4Oc4ccc(cc4)C[C@@H]3N(C)CC2)CCN1C	-4	26	65*	21	11	15	1	8
COC(=O)C1=C(c2ccc(-c3ccccc3)c(F)c2)C[C@@H]2CC[C@H]1N2C(=O)NCCc1ccccc1	-1	0	21	44*	0	-11	0	2

An excerpt from above, limited to APJ antagonist.
mol	APJ antagonist
C/C(O)=C(\C#N)C(=O)Nc1cc(Br)ccc1Br	-4
Cn1cc(C=C(C#N)C#N)c2ccccc21	-9
O=C(CCNC(=O)N1C[C@H]2C[C@@H](C1)c1cccc(=O)n1C2)Nc1ccc(F)cc1	3

The main list resumes, repeating the 2 entries before the break.
SMILES	ATG4B inhibitor	CCR6 antagonist	Gli-Sufu antag	EBI2 antag	APJ antagonist	UBC13 inh	APJ agonist	CXCR6 inh
COc1cc2c3c(c1OC)Oc1ccc(cc1)C[C@H]1c4c(cc(OC)c(OC)c4Oc4ccc(cc4)C[C@@H]3N(C)CC2)CCN1C	-4	26	65*	21	11	15	1	8
COC(=O)C1=C(c2ccc(-c3ccccc3)c(F)c2)C[C@@H]2CC[C@H]1N2C(=O)NCCc1ccccc1	-1	0	21	44*	0	-11	0	2
COc1ccccc1N1CCN(Cc2cnc(-c3ccccc3)[nH]2)CC1	-10	1	5	-7	13	0	-1	-5
Cc1[nH]c2ccc(OC(F)(F)F)cc2c1CCNCc1ccc(Cl)cc1	-7	10	18	-9	-1	32	1	-20
c1ccc(CCNCc2ccccc2)cc1	0	4	5	-4	4	13	-4	-2
CCCCOCCCn1c(N)c(C(=O)OC(C)COC)c2nc3ccccc3nc21 (centres undefined)	-9	10	0	6	10	14	-4	18
C[C@]12CCC(=O)C(O)=C1CC[C@@H]1[C@@H]2CC[C@]2(C)C(=O)CC[C@@H]12	-2	10	1	3	20	-8	6	-3
Fc1ccc2c(c1)nnn2C1CCN(Cc2ccccc2)CC1	-5	14	8	16	8	7	2	1
CC1(C)CSC(Nc2ccc(F)c(Cl)c2)=N1	-3	-2	-10	5	21	5	4	4
COC(=O)c1c(C)n(Cc2ccco2)c2ccc(O)cc12	-2	11	2	3	-4	22	-2	-8
CN=C(SCc1cc2c(cc1Cl)OCO2)c1c(O)n(C)c(=O)n(C)c1=O	-4	2	-3	10	9	-8	2	6
CC12CN3CCN(C1)CC(C)(C3)C2=NO	-25	-5	6	0	1	1	1	-8
O=C(c1cccs1)c1cn(Cc2ccccc2Cl)c2ccccc12	-2	12	9	-8	-19	?	-4	0
CCc1ccccc1N1C(=O)CC(=O)NC1=O	-2	-11	-1	-21	2	-2	-1	-7
O=c1c2ccccc2nc(-c2ccco2)n1-c1ccccc1	8	-10	9	-1	-14	-7	1	0
O=C1NC(c2cc3ccccc3nc2Cl)Nc2ccccc21 (centres undefined)	1	7	11	-5	-6	-6	-3	4
CC1CC(C)OP(=O)(OCCC#N)O1 (centres undefined)	-2	7	9	5	.	.	.	1
O=C(Nc1ccccc1)OC1CN=C(N[N+](=O)[O-])NC1 (centres undefined)	6	14	48	-1	13	4	-3	-8
CN(C)C(=O)Oc1ccc(C(=O)c2ccccc2)cc1	0	5	-19	-18	5	8	1	0
CC(C)CCC1(CN2CCCC2=O)C(=O)NC(=O)NC1=O	-9	2	11	-9	-5	7	-5	-5
Cc1c(CCN)ccc2c1[nH]c1ccccc12	2	-2	1	-12	-4	-4	5	-9
O=C1NC(=S)NC(=O)C1C/C=C/c1ccccc1	-16	-3	4	-5	9	12	1	-4
CC/C(=N\NC(=O)c1ccccc1)c1c(O)n(C2CCCCC2)c(=O)[nH]c1=O	-1	19	3	-2	-20	-17	-2	15
Cc1cc(C(=O)N2CCC3(CC2)OCCO3)cs1	-2	2	0	0	-2	6	-4	2
CCN(CC)CC(=O)Nc1ccc(Cl)cc1C(=O)c1ccccc1	6	13	28	-32	-4	0	1	18
COc1ccccc1-n1c(-c2ccccc2)nc2ccccc2c1=O	7	19	-15	-8	21	-1	-3	5
O=C(NCc1ccccc1)c1cccn(Cc2cccc(Cl)c2)c1=O	3	6	12	8	6	23	-3	-2
c1ccc2c(CN3CCCCC3)c[nH]c2c1	3	-2	3	-4	8	12	-5	-2
COC(=O)C1=C(c2ccc(C(C)=O)cc2)C[C@@H]2CC[C@H]1N2C(=O)NCCOc1ccccc1Cl	6	14	5	-10	-19	3	-3	-2
CCC1CN(C)CCC1(OC(C)=O)c1ccccc1 (centres undefined)	-8	-14	-6	0	5	7	1	-2
Oc1cccc(/C=N/NP(=S)(c2ccccc2)c2ccccc2)c1	18	12	-8	11	-1	6	-2	7
O=c1[nH]c(=O)n(C2CCCCCC2)c(O)c1C=NCc1cccnc1	-1	6	0	0	2	-7	-2	2
CCOC(=O)c1cc(CC)sc1/N=C/C1C(=O)NC(=S)NC1=O	17	-2	-1	-1	18	-9	-2	-1
Cc1cccc(NC(N)=S)c1	-8	13	0	-11	18	-8	-2	0
O=C(Cc1ccccc1)N1CCN(CC2CC3C=CC2C3)CC1 (centres undefined)	-8	15	2	1	11	5	-1	-7
CC12CC[C@H]3[C@@H](CCC4(O)C[C@H](O)CCC34/C=N/NC(=O)c3ccccc3O)C1(O)CCC2C1=CC(=O)OC1 (some centres undefined)	0	-7	4	3	-29	-7	-2	-5
C[C@H]1OC[C@@H](C[N+](C)(C)C)O1	-1	-2	17	-3	2	5	-6	-1
CC(=NCCO)c1c(O)n(C)c(=O)n(C)c1=O	-6	7	-3	-6	5	5	1	9
Nc1ccc([As](=O)(O)O)cc1	-3	-4	29	-6	5	9	-2	-1
CCN(CC)CCN=Cc1c(O)n(CCC2=CCCCC2)c(=O)[nH]c1=O	-7	-8	5	-5	-17	-10	-1	-7
CCCCCn1c(=O)c(C(=O)Nc2ccccc2S(N)(=O)=O)c(O)c2ccccc21	4	2	14	-13	-19	8	-2	-14
CN(C)C(=O)Oc1ccc2ccccc2c1Cl	5	12	-20	-17	-5	3	-3	-1
Cc1nc2ccccc2c(=O)n1-c1cc(F)ccc1F	-1	7	-12	-7	18	-2	-7	5
O=C(NC(=O)c1c(F)cccc1F)Nc1cc(Cl)c(F)c(Cl)c1F	1	8	2	4	22	-1	-4	2
O=[N+]([O-])c1cc2c(cc1CNCCc1ccc3c(c1)OCO3)OCO2	6	12	1	-4	-15	6	0	-9
COC(=O)C1=C(c2ccc(S(C)(=O)=O)cc2)C[C@@H]2CC[C@H]1N2C(=O)NC1CC1	-3	7	-8	-2	-17	1	-6	-2
Cc1cc(OCC(=O)N2CCC(C(=O)O)(c3ccccc3)CC2)c2c(C)c(C)c(=O)oc2c1	-32	1	3	-3	17	5	-4	-1
CC(=O)OC1N=C(c2ccccc2)c2cc(Br)ccc2NC1=O (centres undefined)	-7	3	-1	3	17	8	-1	6
O=C1NC(=O)N(Cc2ccc(F)cc2)C(=O)/C1=C\c1ccc(N2CCCC2)cc1	-1	7	-13	2	9	-23	-4	-10
O=C(Nc1cccc(Cl)c1)OCC#CCN1CCCC1	-12	20	2	1	.	.	.	-7
Cc1ccc(C2=NCC(=O)N(CC(=O)N3CCCCC3)c3sc(C)c(C)c32)cc1	7	16	7	-16	5	-4	-3	8
CCc1ccc(CN2CCN(C(=O)Cc3ccccc3)CC2)cc1	-8	17	14	2	4	-1	-2	2
c1ccc(NC2=NCCS2)cc1	-8	10	8	-1	-5	-3	-2	8
C=CCN(c1ccc(C(=O)N(CC)CC)cc1)S(C)(=O)=O	-3	-11	-4	-2	8	3	2	-4
O=C1CC=C2C3CC4N(CCC45c4ccccc4N1C25)CC3=CCO (centres undefined)	-5	-1	-5	-2	.	.	.	0
COc1ccc(C(=O)C2CCCN(Cc3cnc(C)s3)C2)c(OC)c1 (centres undefined)	6	2	42	-8	-6	-17	0	-3
O=C1c2ccccc2C(=O)N1Cc1nc2ccccc2c(=O)n1-c1ccccn1	8	7	-11	-8	2	-4	2	-7
CC1(C)OC(c2ccccc2)=C/C(=C/C=C2C(=O)NC(=S)NC2=O)O1	11	-24	6	.	2	i	2	.
CCN(CC)C(=O)c1ccc(NC(=O)CSc2nnnn2-c2cc(OC)ccc2OC)cc1	-8	5	70*	-8	2	-3	3	8
CC(C)Oc1cccc(C(=O)C2CCCN(C3CCOCC3)C2)c1 (centres undefined)	9	-5	26	-9	-1	0	-1	-2
CCN1C(=O)C(=C2C=C(C)OC(C)=C2)C(=O)N(CC)C1=S	-1	14	-5	4	17	-6	-1	2
CSc1ncc(Cl)c(C(=O)O)n1	-5	6	54	-4	5	-2	-4	6
Cn1c(O)c(/C=N/N2CCOCC2)c(=O)n(C)c1=S	-2	8	7	-3	-3	1	-3	-4

Compound activity from PubChem.

Not all compounds are listed; count on the stated rates, not on these rows.
